LDHA inh – inhibitors of human lactate dehydrogenase A. AID 1347041. purified LDHA, NADH/diaphorase-resazurin fluorescence; hits give low values. P00338. actives 0.15% (n = 480,000). activity change, % (values are at about 110 or 230 µM); in the data active = activity change below about -30%;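 note: plate controls were DMSO wells for no effect and wells without enzyme for full effect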
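Remaining NADH was detected by diaphorase (0.133 mg/mL) converting 37 µM resazurin to fluorescent resorufin, read at 0 and 20 minutes. The preceding 5-minute room-temperature reaction used 2 nM LDHA, 0.2 mM sodium pyruvate and 0.06 mM NADH at pH 7.4.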
Starred values were filed as active, the others as inactive. These rows are one share of the data; count on the stated rates, not on these rows.

SMILES	LDHA inh
CC1CCc2cc(F)ccc2N1C(=S)NC1CC1 (centres undefined)	18
CC(=O)c1ccc(N2CCN(C(=O)c3ccc(Cn4cncn4)cc3)CC2)cc1	-7
CCn1nc(C(=O)N2CC(C(=O)N(C)C)Oc3ccccc32)c2ccccc2c1=O (centres undefined)	18
COc1ccc(-c2c(C)nn3c2ncc2c(=O)n(-c4ccc(NC(C)=O)cc4)ccc23)cc1	11
COc1ccc(NC(=O)C2CC(c3ccc(OC)c(OC)c3)=NO2)cc1 (centres undefined)	4
Cc1ccc(NC(=O)c2csc3c2CCCC3)c(C)c1	11
CC1C(c2ccc(F)cc2)=[N+]([O-])C(C)(c2cccc([N+](=O)[O-])c2)N1O (centres undefined)	3
Cc1nc2cc(NC(=O)c3cccc(S(=O)(=O)Nc4cccc(Cl)c4)c3)ccc2o1	16
Cn1cc(C(=O)N2CCN(S(=O)(=O)c3ccccc3)CC2)c2ccccc21	5
CC(C)C(=O)/C(C#N)=C\c1cccc(C#N)c1	0
Cc1ccc(OCc2nc(C#N)c(NCCCN3CCOCC3)o2)cc1	-7
CN1CCc2nc(NC(=O)CN3C(=O)COc4ccccc43)sc2C1	-9
CCn1nc(C(=O)Nc2cccc(C)c2C(=O)OC)c2ccccc2c1=O	1
CN(C)c1cccc(-c2nc(N3CCC(C(N)=O)CC3)ncc2F)c1	3
CCCn1c(=O)n(CC(=O)NCC(=O)Nc2cccc(C)c2C)c2ccccc21	-8
CCC(=O)Nc1nc2ccc(NC(=O)CCC(=O)N3CCCCCC3)cc2s1	2
O=C(COC(=O)c1ccc(S(=O)(=O)N2CCCC2)cc1)Nc1ccc(Cl)cn1	7
Cc1cccc(C)c1-n1nnnc1C1(C)CCC(=O)N1Cc1cccc(C(F)(F)F)c1 (centres undefined)	5
Cc1ccc(C(=O)Nc2cc(-c3nn(C)c(=O)c4ccccc34)ccc2N2CCOCC2)cc1	2
Cc1oc2cc(OCC(=O)c3ccccc3)ccc2c(=O)c1-c1ccccc1	0
O=c1c2ccccc2nc(-c2ccccc2O)n1Cc1ccccc1	8
CN(C(=O)Cn1nc(-c2ccccc2F)ccc1=O)C1CCS(=O)(=O)C1 (centres undefined)	-17
CC(C)(C)OC(=O)COc1ccc2c(=O)c(-c3ccccc3)coc2c1	3
NCCSCc1cccs1	13
Nc1ccc(C(=O)c2ccncc2)cc1	0
c1ccc2c(NCc3ccc4c(c3)OCO4)nc(-c3ccncc3)nc2c1	0
O/N=C/c1ccccc1OCc1ccccc1	2
c1ccc2c(-c3ccn[nH]3)cccc2c1	-14
COc1ccc(NC(=S)NNC(N)=O)cc1	9
CN1CCN(c2oc(COc3ccc(F)cc3)nc2C#N)CC1	3
CN(C)CCSc1ccc2c(c1)OCCCO2	7
O=C(O)CN(CC(=O)O)C1CCCCC1N(CC(=O)O)CC(=O)O (centres undefined)	-17
COc1cccc(OC)c1C(=O)Nc1cccc(-c2nc3ccc(C)cc3o2)c1	1
CCCOc1ccc(NC(=O)COc2ccc(F)cc2)c2cccnc12	12
O=S(=O)(c1ccccc1)N1CCN(c2nc(C3CC3)nc3ccccc23)CC1	-14
O=C(O)c1cccc(-c2cccs2)c1	2
CCNC(=O)c1cc2c(s1)CCC(C(C)(C)C)C2 (centres undefined)	2
Cc1oc(-c2ccc(C(=O)N3CCN(C)CC3)cc2)nc1CN1CCc2ccccc21	0
CC12CCC(C/C1=N\NC(N)=S)C2(C)C (centres undefined)	4
O=C(CCc1ncc(-c2ccc(Cl)cc2)o1)Nc1ccc2ccccc2c1	0
COc1cccc(CCN[C@H]2CS(=O)(=O)C[C@@H]2S(=O)(=O)c2ccc(F)c(C)c2)c1	-1
CCCn1nc(C(=O)Nc2ccc(S(=O)(=O)NC(C)C)cc2)c2ccccc2c1=O	4
CCCCN(Cc1ccccc1)c1ccc(C(=O)O)cc1NS(=O)(=O)c1ccc(C(C)=O)cc1	12
C=CCNC(=O)c1ccc(COc2ccc(Cl)cc2)cc1	3
CCc1ccc(OCC(=O)Nc2ccc3oc(C)nc3c2)cc1	16
Cc1ccc(N2C(=O)N(Cc3ccccc3)c3ccccc3S2(=O)=O)c(C)c1	3
CC(=O)NCCNC(=O)c1ccc2ccccc2n1	-31*
CCCCCCCCOC(=O)C1C(c2ccccc2)C(C(=O)O)C1c1ccccc1 (centres undefined)	0
CCC(C)(C)C1CCc2c(sc(NC(C)=O)c2C#N)C1 (centres undefined)	4
N#Cc1ccc(OCC(=O)NNC(=O)C2CC(=O)Nc3cc(F)ccc32)cc1 (centres undefined)	4
Cn1c(=O)c2c(nc(NCc3ccc(S(N)(=O)=O)cc3)n2Cc2ccc(Cl)cc2)n(C)c1=O	-23
CCOC(=O)[C@]12CCCC=C1N(Cc1ccccc1)C(=O)[C@H](CC(=O)NCc1ccccc1)C2	4
Cc1[nH]nc2c1C(c1ccccc1C(F)(F)F)C(C#N)=C(N)O2 (centres undefined)	10
O=C(CCCC(=O)OCC(=O)c1cccc([N+](=O)[O-])c1)Nc1cc(C(F)(F)F)ccc1Cl	6
O=C(CSc1cccc2cccc(Cl)c12)Nc1ccc2ccccc2c1	-5
O=C(c1ccccc1F)N(Cc1ccco1)C1CC1	4
Oc1c(Cl)cc(Cl)cc1Br	2
CCOC(=O)CCN(C)Cc1cccc(OC)c1OC	-3
C[C@@H]1CC2=C(C(=O)OC(C)(C)O2)[C@H](c2ccc(F)cc2)O1	1
Cn1nc(C(=O)NCC2CCN(C3CC3)C2)c2ccccc2c1=O (centres undefined)	-3

Following part.
SMILES	LDHA inh
CC1(C)C2CCC1(C)C(OC(=O)C[N+](C)(C)C)C2 (centres undefined)	-2
CCc1ccc(NC(=O)Nc2c(NC3CCCCC3)c3ccccc3oc2=O)cc1	0
CN(C)C(=O)c1ccc(Cl)cc1	2
CCN(C1CCCCC1)S(=O)(=O)c1ccc(C(=O)Nc2ccc(Cl)c3ncsc23)cc1	-11
Cc1ccc2nc(NC(=O)c3cc(=O)c4ccccc4o3)sc2c1	-3
Cn1c(=O)[nH]c(=O)c2c1nc(CN1CCN(Cc3ccccc3)CC1)n2Cc1ccccc1Cl	6
C=CCNC(=O)c1cc(=O)[nH]c2ccc(S(=O)(=O)N(CC)CC)cc12	-11
CC(C)(C)C(=O)Nc1cccc(NC(=O)Cc2ccccc2Cl)c1	5
C=CCn1c(SCC)nc2c1c(=O)n(C)c(=O)n2C	7
CC(=O)Nc1cccc(OCCc2ccccc2)c1	11
CCCCCCCCN1C(=O)[C@H](CC(=O)N2CCC(c3ccccc3)CC2)C[C@@]2(C(=O)OC)CC(C)(C)CC=C12	-1
Cc1ccc(C(=O)C(OC(=O)c2cccc(N(C)C)c2)c2ccc(C)cc2)cc1 (centres undefined)	7
CN(CC(=O)NC(=O)NCc1ccccc1)CC(=O)Nc1cccc(F)c1	-3
Cc1cc(CNC(=O)N2CCN(CC(=O)Nc3ccccc3C(F)(F)F)CC2)ccc1F	5
COc1cc2c(cc1OC)-c1c(c(C(=O)NCCN3CCOCC3)nn1-c1cccc(Cl)c1)C2	5
O=C(CCc1ncc(-c2ccccc2Cl)o1)NC1=NCCS1	-18
CC1(C)C=Cc2c(nc3ccccc3c2N)C1	5
CCOC(=O)c1[nH]c(C)c(C(=O)Nc2ccc(Br)c(C)c2)c1C	-12
COc1cc(OC)c2cc(C(=O)NCC(=O)Nc3nc(C)cs3)n(C)c2c1	0
Cn1c(=O)c2nc(SCC(=O)c3ccc(Cl)cc3)n(C)c2n(C)c1=O	3
COc1ccc(-c2oc3c(c2C#CC(C)(C)O)C(OCCO)CC3)cc1 (centres undefined)	0
O=C(O)c1cccc(-c2cc3ccccc3oc2=O)c1	7
CC(NC(=O)c1cncc(Br)c1)C1CC2CCC1C2 (centres undefined)	11
CCN1C(=O)N/C(=C/c2cn(C(C)C)c3ccccc23)C1=O	-11
Fc1ccc(NCc2ccccc2F)cc1	15
CC1=C(C(=O)OC(C)C)C(c2ccc(Cl)cc2Cl)CC(=O)N1 (centres undefined)	4
COc1ccc(S(=O)(=O)NCC(=O)O)cc1F	2
Cc1c(/C=C(/C#N)c2ccccn2)cc(C#N)n1C	-8
CC(C)/C=N/NC(=O)CCCCC(=O)N/N=C/C(C)C	-1
CCOc1ccc(-c2nc3cc(NC(=O)c4cccc(C)c4)ccc3o2)cc1	0

Two of the compounds above, bar-delimited:
SMILES | LDHA inh
CC(=O)c1ccc(N2CCN(C(=O)c3ccc(Cn4cncn4)cc3)CC2)cc1 | -7
CN1CCN(c2oc(COc3ccc(F)cc3)nc2C#N)CC1 | 3

(more compounds)
SMILES	LDHA inh
c1ccc(-c2csc3nc(CN4CCCCC4)nc(Nc4cn[nH]c4)c23)cc1	6
CCc1ccc(OCC(=O)Nc2c(C)ccc3nsnc23)cc1	4
Cc1ccc(S(C)(=O)=O)cc1C(=O)NCc1coc(-c2cccs2)n1	6
Cc1ccc(C(=O)Nc2ccc(-c3nc4ccccc4o3)cc2)cc1	-3
O=C(NCc1cccc2ccccc12)C(=O)c1c[nH]c2ccccc12	-3
COc1ccccc1CC(=O)N1CCN(c2nc(-c3ccc(Cl)cc3)no2)CC1	3
CCOc1ccc(C(=O)N2CCN(c3oc(-c4cccs4)nc3C#N)CC2)cc1	3
CCn1c(=O)n(CCC(=O)NC2(c3noc(C)n3)CCCCC2)c2ccccc21	5
CC(=O)Nc1sc2c(c1-c1ccc(N[S+](C)(=O)[O-])cc1)CCNC2	9
O=C(COC(=O)c1ccccc1OCc1ccccc1)Nc1ccc(F)cc1	2
CCOc1c(Br)cc(C(=O)Oc2cccc(F)c2)cc1OC	-2
CCc1cccc2c(C(=O)CN3C(=O)NC(C)(c4ccc5c(c4)OCCO5)C3=O)c[nH]c12 (centres undefined)	-5
Cc1cc2c(cc1C)-n1nnnc1C(N1CCN(c3ccccc3F)CC1)C(=O)N2 (centres undefined)	-1
CCOC(=O)Cc1ccc(NC(=O)NC(C)C(=O)N2CCc3ccccc32)cc1 (centres undefined)	12
CCCc1cc(=O)[nH]c(SCc2noc(-c3ccc(Cl)cc3)n2)n1	4
O=Cc1c[nH]c2cccc(Cl)c12	5
COc1cc(/C=C(/C#N)C(=O)c2ccccc2C)cc(Cl)c1O	22
CCNC(=O)c1cccc(NC(=O)CCc2ncc(-c3ccccc3F)o2)c1	-8
O=C(c1ccc(Cl)cc1Cl)C(Br)C(O)C(Cl)(Cl)Cl (centres undefined)	-5
O=C(NCCc1ccccc1)OCc1ccccc1	1
NS(=O)(=O)c1ccc(-c2ccc(/C=N/Nc3ccc(S(=O)(=O)Nc4ccccc4)cc3[N+](=O)[O-])o2)cc1	4
CCc1c(C)sc(NC(=O)c2cccc(Br)c2)c1C#N	0
COc1cc(F)c(S(=O)(=O)N2CCN(S(=O)(=O)c3ccco3)CC2)c(F)c1	2
Fc1cccc(-c2nc(-c3ccccc3)no2)c1	4
CC(C)(C)C(=O)/C(C#N)=C\c1cn[nH]c1-c1ccccc1	5
CCc1cccc2c(C(=O)COC(=O)CNS(=O)(=O)/C=C/c3ccc(C)cc3)c[nH]c12	11
Cc1ccc2c(=O)cc(C(=O)NCC(c3ccc(C)o3)N3CCC(C)CC3)oc2c1 (centres undefined)	-4
CC(=O)NCc1cccs1	-1
CC(=O)c1c(C)[nH]c(C(=O)C(C)OC(=O)c2ccc(F)cc2)c1C (centres undefined)	1
Cc1cc(OCC(=O)NC(C)C)c2c(C)c(C)c(=O)oc2c1	10
Cc1csc(CNC(=O)N(C)Cc2ccc3c(c2)OCO3)n1	-12
Cc1cc(C)c(NC(=O)CN(C)C(=O)c2cc3ccccc3oc2=O)c(C)c1	-2
CN(C)CCN(C/C=C/c1ccccc1)C/C=C/c1ccccc1	-7
CCC(C)NC(=O)Nc1ccc(-c2noc(-c3ccncc3)n2)cc1 (centres undefined)	1
Cc1cccc(-c2nnc(SCc3cn4cccc(C)c4n3)o2)c1	3
Cc1cccc(N(Cc2ccccc2)C(=O)c2cnccn2)c1	-1
CCn1nc(C(=O)Nc2ccc(OCC(=O)N(C)C)cc2)c2ccccc2c1=O	6
CC1Cc2ccccc2N1S(=O)(=O)c1ccccc1F (centres undefined)	-5
CN(CCCC(=O)OC(C)(C)C)C(=O)c1ccccc1Cl	-3
CC(C)CNC(=O)CSc1nnc(COc2ccc(Cl)cc2)n1C	3
CCN1CCN(CC(=O)c2c(C)[nH]c3ccccc23)CC1	1
CC(C)C(CNC(=O)c1n[nH]c(=O)c2ccccc12)N(C)C (centres undefined)	1
COC(=O)[C@@]12C[C@@H](CC(=O)NCc3ccccc3)C(=O)N(Cc3ccccc3)C1=CCC(C)(C)C2	0
Cc1cc(C(=O)Cn2c(Cl)nc3c2c(=O)n(C)c(=O)n3C)c(C)n1C1CC1	-1

No new results follow: entries from further up.
SMILES	LDHA inh
CC(C)(C)C(=O)/C(C#N)=C\c1cn[nH]c1-c1ccccc1	5
CCc1cccc2c(C(=O)COC(=O)CNS(=O)(=O)/C=C/c3ccc(C)cc3)c[nH]c12	11
Cc1ccc2c(=O)cc(C(=O)NCC(c3ccc(C)o3)N3CCC(C)CC3)oc2c1 (centres undefined)	-4
CC(=O)NCc1cccs1	-1
CC(=O)c1c(C)[nH]c(C(=O)C(C)OC(=O)c2ccc(F)cc2)c1C (centres undefined)	1
Cc1cc(OCC(=O)NC(C)C)c2c(C)c(C)c(=O)oc2c1	10
Cc1csc(CNC(=O)N(C)Cc2ccc3c(c2)OCO3)n1	-12
Cc1cc(C)c(NC(=O)CN(C)C(=O)c2cc3ccccc3oc2=O)c(C)c1	-2
CN(C)CCN(C/C=C/c1ccccc1)C/C=C/c1ccccc1	-7
CCC(C)NC(=O)Nc1ccc(-c2noc(-c3ccncc3)n2)cc1 (centres undefined)	1
Cc1cccc(-c2nnc(SCc3cn4cccc(C)c4n3)o2)c1	3
Cc1cccc(N(Cc2ccccc2)C(=O)c2cnccn2)c1	-1
CCn1nc(C(=O)Nc2ccc(OCC(=O)N(C)C)cc2)c2ccccc2c1=O	6
CC1Cc2ccccc2N1S(=O)(=O)c1ccccc1F (centres undefined)	-5
CN(CCCC(=O)OC(C)(C)C)C(=O)c1ccccc1Cl	-3
CC(C)CNC(=O)CSc1nnc(COc2ccc(Cl)cc2)n1C	3
CCN1CCN(CC(=O)c2c(C)[nH]c3ccccc23)CC1	1
CC(C)C(CNC(=O)c1n[nH]c(=O)c2ccccc12)N(C)C (centres undefined)	1

Compound activity: PubChem, National Center for Advancing Translational Sciences (NCATS)
